# MEKK2wt PB1 HTS – raises or lowers MEK5 binding to wildtype human MEKK2 PB1 domain | Q9Y2U5 | bead flow cytometry, Alexa488-MEK5 binding to MEKK2 WT; actives lie on both sides | binding response (% of control), % at 10 µM | hit rate 1.1% among 290,000; in the data active = binding response below about 67% or above about 130%
# M18AAP inhibitor – PfM18AAP enzyme inhibition | hit rate 1.2% among 290,000 | AID 1822 | inhibition, % at 7.35 µM | recombinant PfM18AAP, H-Glu-NHMec fluorogenic cleavage;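 active = inhibition above the campaign mean inhibition over all tested compounds plus 3 SD, cut at about 28% in these data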;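 note: 0% = plate median of test compound wells and 100% = 2 mM ZnCl2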
# HCV NS3 hel inh – HCV NS3 helicase inhibition; NS3 helicase DNA unwinding, Cy5 molecular beacon fluorescence; inhibition, % at 10.9 µM; hit rate 0.56% among 290,000;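 active = inhibition above the mean of all tested compounds plus 3 SD, set per campaign, cut at about 35% in these data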;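 note: 0% = DMSO wells and 100% = thioflavine S control wells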
#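 assay system = NS3 helicase fragment of HCV | buffer or medium = MOPS pH 6.5, MgCl2, DTT, Tween20, BSA | timing = 60 min unwinding reaction at 25 °C after ATP addition | signal = Cy5 beacon fluorescence read at start and 1 h | read-out basis = % inhibition of unwinding | control set = low DMSO, high thioflavine S at 110 µM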
# IMP-1 inh – inhibitors of Pseudomonas aeruginosa IMP-1 metallo-beta-lactamase; hit rate 0.45% among 290,000; inhibition, % at 5.6 µM; AID 1556; purified IMP-1, nitrocefin hydrolysis, epi-absorbance fluorescence;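 active = inhibition above the mean plus 3 SD of all compounds in the same screening run, cut at about 4.5% in these data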;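 note: 0% = IMP-1 with DMSO and 100% = DMSO wells lacking enzyme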
#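 System – purified recombinant IMP-1 beta-lactamase · Input – IMP-1 dispensed at 0.2 nM · Timing – 15 min preincubation plus 25 min reaction at 25 °C · Signal – Epi-absorbance fluorescence, 480 nm excitation, 530 nm emission · Measure – percent IMP-1 inhibition derived from blank-referenced optical density · Controls – Enzyme-plus-DMSO low control, enzyme-free DMSO high control · Replication – singlicate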
# MEKK2 mut-MEK5 – signal of MEK5 binding to mutant human MEKK2 PB1 domain | bead flow cytometry, Alexa488-MEK5 binding to MEKK2 mutant | percent response, % at 10 µM | hit rate 0.35% among 290,000; in the data active = percent response above about 24%, passing the limit was not always enough; note: inactives centre near 1; some results filed as inactive read as strong as hits
# UBC9 SUMO inh – SUMOylation inhibition | P63279 | HTRF SUMOylation assay, SAE1/SAE2 + UBC9, in vitro | inhibition, % at 35 µM | hit rate 0.36% among 290,000; in the data active = inhibition above about 50%, passing the limit was not always enough; note: strong numbers were not always called active
# Target sequence (P63279 whole entry, looked up): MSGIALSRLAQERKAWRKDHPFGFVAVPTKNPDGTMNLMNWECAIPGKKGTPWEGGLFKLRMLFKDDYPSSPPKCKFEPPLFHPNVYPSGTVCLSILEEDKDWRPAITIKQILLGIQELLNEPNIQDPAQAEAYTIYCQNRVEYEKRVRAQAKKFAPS
# VIM-2 inh – inhibitors of Pseudomonas aeruginosa VIM-2 metallo-beta-lactamase | purified VIM-2, nitrocefin hydrolysis, epi-absorbance fluorescence | inhibition, % at 5.6 µM | hit rate 0.89% among 290,000;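 active = inhibition above the mean of all tested compounds plus 3 SD, cutoff set per screening run, cut at about 7.5% in these data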;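 note: red hydrolysis product quenches plate fluorescence so inhibitors raise well fluorescence; 0% = enzyme with DMSO and 100% = DMSO without enzyme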
# NALP1 inh – blocks the NALP1 inflammasome reconstituted in yeast | S. cerevisiae NALP1/ASC/caspase-1 growth, X-gal OD620, 72 h | inhibition, % at 10 µM | hit rate 0.61% among 280,000 | AID 2071; in the data active = inhibition mostly above about 24%, no sharp cut-off; inactive = mostly below about 32%; note: some compounds called inactive have numbers as strong as hits
# FID counter – counter-screen for HCV NS3 helicase inhibitors: DNA intercalator displacement | DNA fluorescent intercalator displacement, fluorescence | hit rate 0.17% among 290,000 | inhibition, % at 7.9 µM | AID 1845; in the data active = inhibition above about 37%;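 note: 0% = vehicle and 100% = reference compound; higher means more ethidium bromide displaced from hairpin DNA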
# Starred values were filed as active, the others as inactive; nt = not tested or not shown.
# The line under a structure holds: MEKK2wt PB1 HTS, M18AAP inhibitor, HCV NS3 hel inh, IMP-1 inh, MEKK2 mut-MEK5, UBC9 SUMO inh, VIM-2 inh, NALP1 inh, FID counter
Cc1ccc(CCN2CC(C(=O)NCc3ccco3)CC2=O)cc1 (stereo not drawn)
→ 103, 0, 15, -3.6, -7, -8, -3.4, -8, -3
COc1ccc(-c2noc(CCC(=O)Nc3cccnc3)n2)cc1
→ 102, -3, 13, -2.9, 3, 7, -2.7, -1, -18
CC1(C)COC(c2cc([N+](=O)[O-])ccc2Cl)=N1
→ 108, -12, 2, -2.6, 8, 13, 1.0, 1, -1
CCC(C(=O)Nc1ncn[nH]1)(C(F)(F)F)C(F)(F)F
→ 103, 53*, 7, -4.8, 0, 35, -4.1, 12, -4
COC(=O)C1=CN(Cc2ccccc2)C=C(C(=O)OC)C1c1ccc(O)c(OC)c1
→ 101, 9, -13, -2.1, -2, 1, -0.3, 17, -41
CN(C)C(CN=C1NS(=O)(=O)c2ccccc21)c1ccco1 (stereo not drawn)
→ 106, 4, 8, -1.6, 7, 20, -1.4, 6, -2
CCCN1C2CCCC1CC(NC(=O)c1cccc(OC)c1)C2 (stereo not drawn)
→ 101, -5, -16, -4.8, 5, 8, -2.5, -5, 3
CC1CCCCC1NC(=O)CSc1nncn1N (stereo not drawn)
→ 100, -8, 6, -4.2, -9, 6, -5.2, -1, 16
Cc1cc(C)c(NC(=O)CS)c(Cl)c1
→ 89, -10, -1, -1.0, -5, 6, -1.8, 6, -3
Cc1oc(-c2cccs2)nc1CS(=O)CC(=O)NCCCOC(C)C (stereo not drawn)
→ 99, -4, 7, -1.2, 0, -22, 0.1, 2, -8
COc1ccc(Cc2nnc(SCC(=O)NCC3CCCO3)o2)cc1 (stereo not drawn)
→ 104, -10, 3, -3.8, 4, -1, -2.0, 8, -5
COc1ccccc1OCC(=O)Nc1cccc(C(=O)N2CCOCC2)c1
→ 93, -6, 1, 2.0, -5, 24, 0.5, 17, -10
CC(C)CC1(C)NC(=O)N(CC(=O)Nc2cccc(S(=O)(=O)N(C)c3ccccc3)c2)C1=O (stereo not drawn)
→ 108, -1, 0, -3.2, 5, -2, -2.8, 9, -19
CN(C)c1ccc(S(=O)(=O)N2CCCCC2)cc1NC(=O)COc1ccccc1F
→ 99, -10, 5, -2.8, 0, 13, -2.1, nt, -17
COc1ccc(-n2nc3c(N4CCC(C(=O)NCc5ccco5)CC4)nnc(C)c3c2C)cc1
→ 102, 24, -21, -2.0, 0, 11, 2.2, 8, -12
CCCCOc1ccc(-c2ncc(N)cn2)cc1
→ 98, -3, -1, -3.2, -18, 14, -2.4, nt, -6
O=C(NCc1cccc(C(F)(F)F)c1)C1CCCN(c2ncccn2)C1 (stereo not drawn)
→ 109, -9, -1, -3.7, 4, -30, 0.4, 7, -13
C=CCn1c(CCCOc2ccc(Cl)cc2Cl)nnc1SCC(=O)Nc1nccs1
→ 105, -4, 0, 0.4, 4, -1, -3.0, 17, -4
CC(C)(C)C(=O)COC(=O)c1cccc(NC(=O)c2ccco2)c1
→ 96, -8, 2, -3.6, 0, -23, -1.7, 8, -3
CCOCCCN(CC(=O)NC1CCCC1)C(=O)C(=O)Nc1ccc2c(c1)OCCO2
→ 94, -7, 15, 0.9, -4, -8, -0.1, 20, -31
Cc1ccc(C)c(N2CCN(S(=O)(=O)c3ccc4c(c3)CCC(=O)N4)CC2)c1
→ 107, -11, -4, -2.2, 5, 14, -1.5, 7, -14
Cc1n[nH]c(C)c1S(=O)(=O)N1CCc2ccccc2C1
→ 98, -4, 2, 1.0, -1, -17, 1.6, 8, -1
Cc1cc(C)n2nc(SCC(=O)N(C)C)nc2n1
→ 103, -4, 1, 0.0, 6, 22, -1.6, 4, -3
O=C(COC(=O)C1CC1)Nc1ccccc1Sc1ccccc1
→ 104, -5, -1, -0.7, -1, -5, -2.0, 38, -17
O=C(c1ccccc1)C(Cn1cncn1)C(Sc1ccccc1)c1ccccc1 (stereo not drawn)
→ 104, 0, -3, -4.7, 5, 11, -2.1, 5, -10
COc1ccc(NC(=S)NC(NC(=O)c2cccc(Cl)c2)C(Cl)(Cl)Cl)c([N+](=O)[O-])c1 (stereo not drawn)
→ 116, 3, 7, -1.8, 21, -7, -0.6, 17, 18
CCOc1ccc2[nH]c(=O)c(CN(CCO)C(=O)CC)cc2c1
→ 102, -6, 1, -4.7, 4, -1, -1.6, -4, -2
CCCCCCn1c(COc2ccccc2F)nnc1SCC(=O)N1c2ccccc2NC(=O)C1(C)C
→ 96, -8, 9, -2.4, -5, -35, 0.1, -1, -43
CSCc1c(C(=O)Nc2ccc3c(c2)OCO3)oc2ccccc12
→ 98, 8, 9, -3.9, -2, 4, -4.0, 11, -19
COc1ccc(C2N(c3ccc(OC)cc3)C(=S)N3CCCN23)cc1 (stereo not drawn)
→ 115, 2, 10, -2.5, 0, 6, -0.5, 26, -18

# Structures listed above printed as active in M18AAP inhibitor.
structure | MEKK2wt PB1 HTS | M18AAP inhibitor | HCV NS3 hel inh | IMP-1 inh | MEKK2 mut-MEK5 | UBC9 SUMO inh | VIM-2 inh | NALP1 inh
CCC(C(=O)Nc1ncn[nH]1)(C(F)(F)F)C(F)(F)F | 103 | 53* | 7 | -4.8 | 0 | 35 | -4.1 | 12

# (next part)
# The line under a structure holds: MEKK2wt PB1 HTS, M18AAP inhibitor, HCV NS3 hel inh, IMP-1 inh, MEKK2 mut-MEK5, UBC9 SUMO inh, VIM-2 inh, NALP1 inh, FID counter
O=C(Cc1ccc([N+](=O)[O-])cc1)N/N=C/c1cccs1
→ 96, 7, 3, -2.3, -2, 3, -4.5, 11, -3
O=C(N/C(=C\c1ccc(F)cc1)C(=O)N1CCCCCC1)c1ccccc1
→ 103, 5, -10, -2.1, -2, -5, -0.1, 12, -16
CCc1ccccc1NC(=O)CCc1nc(-c2ccc(C)cc2)no1
→ 111, -4, 3, -1.9, 8, 7, -2.5, 7, 0
CCOC(=O)c1c(C)[nH]c(N=Nc2ccc(C)cc2C)c1C
→ 110, -11, 3, -4.9, 6, 7, -4.2, 4, 4
N#CCCN(C(=O)c1ccc2c(=O)n3c(nc2c1)CCCCC3)c1ccccc1
→ 100, -3, 2, -1.0, 0, nt, -5.2, 13, -33
COc1cccc(CNC(=O)N2CCN(c3ccccc3Cl)CC2)c1
→ 104, -4, -4, -1.4, 0, -4, 0.5, 17, -29
Cc1sc2ncn(CC(=O)NCCCC(=O)NCc3ccc(F)cc3)c(=O)c2c1C
→ 104, 2, 1, -1.2, 1, 8, 0.0, 22, -24
Cc1cc[n+](-c2[nH]c(=O)sc2/C=N/N=C(\[O-])c2ccccc2)cc1C
→ 105, 2, 5, -1.2, 4, -3, -0.2, -16, -1
CCC(C)NC(=O)c1ccc([N+](=O)[O-])c(Cl)c1 (stereo not drawn)
→ 109, -1, 0, -1.3, 14, 15, 0.3, 44, 0
Cc1cccc(CSc2nnc(-c3ccco3)o2)c1
→ 99, 5, -4, -1.7, 0, 4, -2.4, 18, -12
C=CCn1c(-c2ccoc2)n[nH]c1=S
→ 100, 49*, -7, -3.8, 5, 5, 10*, -32, 2
COc1ccc(NC(=O)c2ccc3c(c2)OCO3)cc1Cl
→ 89, -3, -5, -0.9, -5, -18, -2.7, 3, 0
C=CCNC(=O)/C(C#N)=C/c1cn(-c2ccccc2)nc1-c1ccc(OC)c([N+](=O)[O-])c1
→ 100, -10, -4, -0.3, -1, -5, -1.3, 25, 1
O=S1(=O)N=C(N(CCO)/N=C/c2ccccc2F)c2ccccc21
→ 101, -9, 13, -2.5, 0, 16, 3.2, 13, -16
CC(=O)NCCn1c(SCC(=O)NCCc2ccc(S(N)(=O)=O)cc2)nc2ccccc2c1=O
→ 90, 12, 1, -0.3, -3, 8, 2.7, 6, -12

# As entered above:
# FID counter result of CCOC(=O)c1c(C)[nH]c(N=Nc2ccc(C)cc2C)c1C = 4
# FID counter result of CC(=O)NCCn1c(SCC(=O)NCCc2ccc(S(N)(=O)=O)cc2)nc2ccccc2c1=O = -12
# MEKK2 mut-MEK5 result of C=CCn1c(-c2ccoc2)n[nH]c1=S = 5
# NALP1 inh result of Cc1sc2ncn(CC(=O)NCCCC(=O)NCc3ccc(F)cc3)c(=O)c2c1C = 22
# UBC9 SUMO inh result of O=C(Cc1ccc([N+](=O)[O-])cc1)N/N=C/c1cccs1 = 3
# IMP-1 inh result of O=S1(=O)N=C(N(CCO)/N=C/c2ccccc2F)c2ccccc21 = -2.5
# M18AAP inhibitor result of C=CCNC(=O)/C(C#N)=C/c1cn(-c2ccccc2)nc1-c1ccc(OC)c([N+](=O)[O-])c1 = -10

# More entries:
# The line under a structure holds: MEKK2wt PB1 HTS, M18AAP inhibitor, HCV NS3 hel inh, IMP-1 inh, MEKK2 mut-MEK5, UBC9 SUMO inh, VIM-2 inh, NALP1 inh, FID counter
Cc1ccc(N=Cc2cccc(O)c2O)c(C)c1
→ 99, 34*, 24, -0.8, -6, 9, 0.1, -3, 5
COc1cc(/C=N/n2c(-c3cc(C)[nH]n3)n[nH]c2=S)cc(OC)c1OC
→ 89, -2, 7, -5.9, -19, 27, -3.5, 4, 0
COc1ccc(CN(C(=O)c2ccco2)c2ccccc2)cc1
→ 93, -7, -6, -1.8, 4, 16, -0.5, -62, -18
COc1ccccc1NC(=O)C1Cc2ccccc2CN1C(=O)c1ccco1 (stereo not drawn)
→ 102, 11, 8, -3.1, 5, 0, -2.4, 10, -21
CC/C(Cc1ccccc1)=N/NC(=O)c1cccc(Br)c1
→ 93, 3, -4, -2.6, -2, -9, -5.7, 19, -14
CCC(C)N(C(=O)COC(=O)c1cc([N+](=O)[O-])ccc1N)C1CCS(=O)(=O)C1 (stereo not drawn)
→ 111, 9, 3, -1.7, 8, 14, -4.1, -1, -14

# 2 entries drawn at random from those above:
# The line under a structure holds: MEKK2wt PB1 HTS, M18AAP inhibitor, HCV NS3 hel inh, IMP-1 inh, MEKK2 mut-MEK5, UBC9 SUMO inh, VIM-2 inh, NALP1 inh, FID counter
CC/C(Cc1ccccc1)=N/NC(=O)c1cccc(Br)c1
→ 93, 3, -4, -2.6, -2, -9, -5.7, 19, -14
COc1ccccc1NC(=O)C1Cc2ccccc2CN1C(=O)c1ccco1 (stereo not drawn)
→ 102, 11, 8, -3.1, 5, 0, -2.4, 10, -21
